# M4 antag: antagonists of human muscarinic M4 receptor (CHRM4); P08173; CHO-hM4 cells, ACh EC80, Fluo-8 calcium fluorescence; inhibition, % at 3 µM; 360,000 tested, 0.73% active;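 active = inhibition above its plate's cutoff, the mean inhibition of sample wells plus 3 SD, cut at about 27% in these data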;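 also: 0% = acetylcholine EC80 with DMSO and 100% = DMSO without agonist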
# CRFR2-BP antag: CRF-BP/CRF-R2 complex antagonism; HEK293 CRF-R2/CRF-BP, CRF-induced calcium fluorescence; inhibition, % at 11.8 µM; 350,000 tested, 0.59% active; AID 588475;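 active = inhibition of the ligand-induced calcium signal above about 50% at the single tested concentration, limit read from the data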
# M4 PAM: CHRM4 positive allosteric modulation. activation, % at 3 µM. CHO-K1 hM4/Gqi5, Fluo-8 calcium fluorescence, ACh EC20; 0% = ACh EC20, 100% = maximal ACh. AID 624126. 360,000 tested, 0.4% active. P08173;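 active = activation above its plate's cutoff, the mean activation of sample wells plus 3 SD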; also: some results filed as inactive read as strong as hits
# M4 ag: agonists of human muscarinic M4 receptor (CHRM4); CHO-K1 hM4/Gqi5, Fluo-8 calcium fluorescence; vehicle 0%, full acetylcholine response 100%; AID 624127; P08173; activation, % at 3 µM; 360,000 tested, 0.14% active;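 active = activation above the run mean over all test wells plus 3 SD, cut at about 32% in these data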;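 also: peak over basal fluorescence ratio per well then scaled between controls; 0% = DMSO wells and 100% = acetylcholine at EC100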
# CHRM5 PAM: CHRM5 positive allosteric modulation. activation, % at 3 µM. 360,000 tested, 0.3% active. CHO-K1 hM5, Fluo-8 calcium, ACh EC20 PAM; 0% = ACh EC20, 100% = ACh EC100;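 active = activation above the run cutoff, the mean activation of all test compounds plus 3 SD, cut at about 18% in these data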
#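 Probe or stimulus: acetylcholine, EC20 level; Assay system: human M5 receptor in CHO-K1 cells; Schedule: compound preincubation 140 s before EC20 acetylcholine addition; Technique: intracellular calcium via Fluo-8 fluorescence; Dosing: single-point, 3 µM nominal; Read-out basis: percent activation from peak-over-basal fluorescence ratio, scaled EC20-to-EC100 acetylcholine; Repeats: one well per compound, no replicates.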
# CHRM5 antagonist: blocks acetylcholine activation of human M5 receptor; CHO-hM5 cells, Fluo-8 calcium fluorescence, ACh EC80; inhibition, % at 3 µM; 360,000 tested, 0.59% active;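 active = inhibition above a per-plate cutoff, the mean of that plate's test compounds plus 3 SD, cut at about 27% in these data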;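 also: 0% = acetylcholine EC80 with DMSO and 100% = DMSO without agonist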
# M5 ag: agonists of human muscarinic M5 receptor (CHRM5). P08912. CHO-K1 hM5 cells, Fluo-8 calcium fluorescence; 0% DMSO wells, 100% maximal acetylcholine response. activation, % at 3 µM. 360,000 tested, 0.19% active. AID 624037;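 active = activation above the run's mean over test compounds plus 3 SD, cut at about 23% in these data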;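 also: signal is peak over basal fluorescence ratio across the kinetic read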
# IDE cell inh: cellular human IDE inhibition | P14735 | HEK cells, FAbetaB cleavage, fluorescence polarization | inhibition, % at 5.59 µM | 320,000 tested, 0.41% active | AID 434962;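 active = percent inhibition above the average of all tested compounds plus 3 SD, set per screening campaign, cut at about 16% in these data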;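 also: IDE supplied by intact live HEK cells; FP after avidin binding of uncleaved biotin substrate so inhibition keeps polarization high; 0% = DMSO wells and 100% = 60 µM reference IDE inhibitor Ii1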
# Target sequence (P14735 whole entry, looked up): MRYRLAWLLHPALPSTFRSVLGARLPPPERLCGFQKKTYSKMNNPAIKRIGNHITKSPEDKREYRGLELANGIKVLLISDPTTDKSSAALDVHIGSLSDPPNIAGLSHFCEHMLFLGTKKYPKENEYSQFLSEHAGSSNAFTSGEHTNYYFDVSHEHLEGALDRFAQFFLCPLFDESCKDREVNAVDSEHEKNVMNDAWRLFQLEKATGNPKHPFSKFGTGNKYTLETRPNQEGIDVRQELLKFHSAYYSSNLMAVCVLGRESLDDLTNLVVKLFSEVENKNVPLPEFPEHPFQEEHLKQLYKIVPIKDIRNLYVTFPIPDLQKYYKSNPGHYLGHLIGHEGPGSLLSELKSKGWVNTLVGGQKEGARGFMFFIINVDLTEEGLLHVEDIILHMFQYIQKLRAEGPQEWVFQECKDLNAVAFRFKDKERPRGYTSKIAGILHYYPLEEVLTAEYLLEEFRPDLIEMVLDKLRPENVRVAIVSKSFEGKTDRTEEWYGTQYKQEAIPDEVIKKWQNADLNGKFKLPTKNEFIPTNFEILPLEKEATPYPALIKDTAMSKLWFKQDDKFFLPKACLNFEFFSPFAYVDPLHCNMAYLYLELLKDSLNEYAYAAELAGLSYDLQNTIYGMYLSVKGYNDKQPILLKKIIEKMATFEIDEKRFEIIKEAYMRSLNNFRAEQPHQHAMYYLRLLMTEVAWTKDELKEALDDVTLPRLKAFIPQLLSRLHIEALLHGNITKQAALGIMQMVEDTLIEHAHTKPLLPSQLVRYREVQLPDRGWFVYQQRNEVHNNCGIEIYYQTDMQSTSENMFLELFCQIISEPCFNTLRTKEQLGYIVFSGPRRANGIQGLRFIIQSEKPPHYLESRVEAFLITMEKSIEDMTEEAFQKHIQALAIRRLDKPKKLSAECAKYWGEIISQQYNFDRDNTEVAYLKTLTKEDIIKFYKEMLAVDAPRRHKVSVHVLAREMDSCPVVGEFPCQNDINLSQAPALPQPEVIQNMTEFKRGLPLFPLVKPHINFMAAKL
# CRFR2-BP ag: agonists of human CRF-binding protein/CRF-R2 receptor complex; activation, % at 13.2 µM; 350,000 tested, 0.46% active; HEK293 CRF-R2/CRF-BP, calcium dye fluorescence (FLIPR); percent of saturating CRF peptide response;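 active = activation of at least 50%, plus an integration ratio under a set limit after plate pattern correction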;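 also: plate controls were neutral control wells without compound for no effect and CRF at EC100 for full effect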
# Active calls of the source: *; / = no result given.
Compound,CHRM5 PAM,CRFR2-BP antag,M4 ag,CRFR2-BP ag,IDE cell inh,M4 antag,M4 PAM,CHRM5 antagonist,M5 ag
Cc1ccc(C)c(-n2ccnc2SCC(=O)O)c1,0,-4,1,1.9,-2,0,8,3,0
CCOC(=O)c1ccc(Cl)c(NC(=O)c2ccc(-c3ccccc3)cc2)c1,-10,9,0,-0.7,1,-5,14,8,0
O=C(N/N=C/c1ccc(O)cc1)c1cc(-c2ccccc2)nc2ccccc12,-10,-15,8,2.7,6,-5,-6,14,1
O=C(Nc1ccc2cn[nH]c2c1)c1ccc(S(=O)(=O)N2CCOCC2)cc1,-2,1,3,-0.3,3,-2,-3,11,-1
CC1=CC2=NC(=O)CC(C)(C(=O)N(CC(=O)NC3CCCC3)c3ccccc3F)N2C=C1 (configuration not stated),0,-13,0,-0.8,3,-6,9,2,-2
COc1ccc(CCN(/C=C2\Sc3ccccc3C2=O)C(C)=O)cc1OC,13,-22,1,0.3,-2,-2,-3,-1,5
COc1cc(C(=O)N(Cc2cccnc2)Cc2cc3cc4c(cc3[nH]c2=O)OCCO4)cc(OC)c1OC,2,-8,2,-0.1,9,-10,5,-6,-2
CC[N+](CC)(CC)CCCCOc1ccc2c(c1)C(=O)c1cc(OCCCC[N+](CC)(CC)CC)ccc1-2,1,4,0,-0.8,2,0,-3,0,-5
Cc1cc2[nH]c(=O)c(=O)[nH]c2cc1S(=O)(=O)Nc1ccccc1F,-2,-2,2,5.0,2,-33,9,-7,-2
Cc1cc(NC(=O)C(C)C)ncc1NC(=O)CCc1ccccc1,0,-126,1,141*,2,3,1,-1,-3

# Individual results from the results shown.
# CC1=CC2=NC(=O)CC(C)(C(=O)N(CC(=O)NC3CCCC3)c3ccccc3F)N2C=C1 (configuration not stated) @ M5 ag: -2
# CCOC(=O)c1ccc(Cl)c(NC(=O)c2ccc(-c3ccccc3)cc2)c1 @ M4 PAM: 14
# O=C(N/N=C/c1ccc(O)cc1)c1cc(-c2ccccc2)nc2ccccc12 @ M4 PAM: -6

# (more compounds)
Compound,CHRM5 PAM,CRFR2-BP antag,M4 ag,CRFR2-BP ag,IDE cell inh,M4 antag,M4 PAM,CHRM5 antagonist,M5 ag
CCCCCCn1cnc2c(oc3nc4c(cc32)CCCC4)c1=O,3,-16,1,-1.5,-4,-9,12,-5,0
O=C(OCCN=C1NS(=O)(=O)c2ccccc21)c1ccco1,-4,28,3,0.6,8,0,12,-2,-4
COc1cc(Cl)ccc1NC(=S)N(CCCN1CCOCC1)Cc1cn(C)c2ccccc12,5,2,3,-1.5,7,5,9,4,-3
NS(=O)(=O)c1ccc(NC(=S)Nc2nn(Cc3ccc(Cl)cc3Cl)cc2Cl)cc1,4,-11,1,-0.3,1,7,-5,-4,1
COc1ccc(NC2C=CS(=O)(=O)C2)cc1 (configuration not stated),2,-7,0,0.1,-5,2,0,-3,2
Cc1cc(C)c2c(CN3CCCCCCC3)cc(=O)oc2c1,3,/,-3,/,/,-10,-1,-5,-1
OCCN(Cc1ccccc1)C(=S)Nc1ccc(F)cc1,0,0,1,-2.9,7,-8,-3,-2,-3
C1CCN(Cc2nnnn2C2CCCC2)CC1,-1,12,1,-0.2,-3,5,0,-4,-5
COc1cc2oc(=O)ccc2cc1[C@H](O)[C@@H](O)C(C)(C)O,6,3,2,0.6,3,-3,-5,-8,4
CSc1ccccc1OCc1cc(C(=O)N[C@H]2CCCCNC2=O)no1,0,24,6,0.5,-1,3,-1,1,1
CCCCN1C[C@H](CSC)[C@@H](CC(=O)NC)C1=O,6,-10,-1,-0.7,/,7,-5,-5,-1
Cc1cccc(CNc2ncnc3ccc(-c4cccnc4)cc23)c1,-10,-6,5,-0.4,2,4,-6,-1,6
CCOC(=O)N1CCN(c2nc(-c3ccc(OC)cc3)no2)CC1,-13,6,6,-0.5,-2,1,1,6,10
CN1CCN(C(=O)/C(C#N)=C/c2ccc(F)cc2)CC1,-1,-7,1,0.0,6,2,1,2,-2
O=C(COC(=O)COc1ccccc1)Nc1ccc(Br)cc1F,-2,10,1,-3.8,0,7,14*,10,5
CC(O)(c1cccs1)C(C(=O)O)c1ccccc1 (configuration not stated),-3,4,2,1.3,/,0,1,6,2
Cc1cc(C(=O)NC2CCCN(Cc3ccc(Cl)cc3)C2)no1 (configuration not stated),0,6,1,0.4,-3,3,2,-7,-7
Cc1c(CN(C)C(=O)C2CCC(=O)N(Cc3ccccc3F)C2)[nH]c2ccccc12 (configuration not stated),4,-1,6,-2.8,/,-12,2,-8,2
Cc1c(C(=O)NCCCc2ccccc2)cccc1[N+](=O)[O-],3,-13,2,-1.2,0,8,1,-4,1
COc1ccc(C)cc1S(=O)(=O)NCC(c1ccc2c(c1)OCO2)N1CCOCC1 (configuration not stated),0,3,1,-0.8,-6,-17,-6,-3,-2
COc1ccc(-c2noc(CCC(=O)NC3CCCCC3)n2)cc1OC,5,0,1,-0.2,-3,-3,10,2,1
CC(=O)Oc1ccc2ccccc2c1C(NC(=O)Cc1ccccc1)c1ccccc1 (configuration not stated),-7,48,0,2.5,2,-5,-1,1,-4
COc1ccccc1-c1nnc(SCC(=O)NCc2cccs2)n1N,-3,-5,1,-0.7,3,1,-2,-10,1
Cc1c(C)n(Cc2ccccc2)c2ncnc(Cl)c12,-12,2,6,0.6,4,3,-9,15,2
CC(C)OC(=O)c1ccc(COC(=O)CNC(=O)c2ccco2)cc1,-2,5,2,-1.4,4,-1,-3,5,-2
COc1ccccc1NC(=O)C(=N\O)/C(C)=N/O,0,10,1,1.9,-3,-1,4,4,-1
Cc1ccccc1C1=N/C(=C/c2cccs2)C(=O)O1,3,-25,0,6.3,4,2,14,7,-2
Cc1ccc(S(=O)(=O)NC(=O)NCCc2ccccc2)cc1,-4,-1,0,0.1,2,-9,8,5,-5
CCCCNC(=O)N1CCN(C(c2ccccc2)c2ccccc2)CC1,-1,19,-1,-2.5,6,1,-4,1,-7
Cc1cc(O)ccc1-c1cnc2ccccc2n1,0,-1,2,1.0,-3,-6,-1,2,0
O=C(c1ccccc1)C1CCN(c2ncccc2[N+](=O)[O-])CC1,0,6,1,-0.5,5,-9,24,9,-1
CCOc1ccc(NS(=O)(=O)c2ccc(C(=O)N3CCCC(C)C3)cc2)cc1 (configuration not stated),-22,-26,36*,55*,4,0,-7,14,36*
Cn1c(=O)c2c(ncn2CC(=O)N2CCN(C(=O)c3ccco3)CC2)n(C)c1=O,5,-2,0,0.9,8,-12,2,4,-2
Oc1ccc2ccccc2c1CN1CC2CCC(CC2)C1,-3,11,1,-3.4,/,1,-3,1,-1
COc1ccc(CC(=O)N2N=C(C)CC2(O)c2cccnc2)cc1OC (configuration not stated),0,3,0,0.6,0,-4,3,1,0
CC(C)COP(=O)(c1ccc(N(C)C)cc1)C(O)c1ccccc1F (configuration not stated),1,-20,0,0.4,0,2,0,0,0
O=C(O)CCC(=O)NNc1nc2ccccc2nc1-c1ccccc1,19*,-8,1,-1.7,0,1,6,0,1
O=C(Cn1nnc(-c2ccccc2NC(=O)c2ccco2)n1)NC1CCCCC1,-3,9,0,1.1,8,1,-6,2,2
CCCCN(C(=O)c1ccc2c(c1)OCO2)c1c(N)n(CCCC)c(=O)[nH]c1=O,4,-15,1,5.3,-2,9,6,1,-1
COc1ccc(-c2nc[nH]c2[N+](=O)[O-])cc1,6,7,3,-6.3,-1,14,14,-1,1
CN(C)S(=O)(=O)c1cccc(C(=O)OCC(=O)N2CCCC2=O)c1,-3,-13,1,0.4,2,-8,8,2,-2
COc1ccc(NC(=O)c2oc3ccc(S(=O)(=O)N4CCOCC4)cc3c2C)c(OC)c1,11,8,3,-1.5,/,-3,8,-3,4
COc1ccc(C(C)NC(=O)CCc2ccccc2)cc1 (configuration not stated),6,12,1,-3.0,-5,2,-1,2,-7
c1ccc2c(c1)ncn2Cc1nnc2sc(-c3ccncc3)nn12,-1,13,1,-1.0,-1,-2,0,-7,-2
Cc1cccc(S(=O)(=O)NCCC(=O)OCC(=O)Nc2ccc(C#N)cc2)c1,-8,-16,6,0.2,8,-5,-4,6,2
COCCNc1nc2cc(-c3cccc(C(F)(F)F)c3)sc2c(=O)n1C,3,/,0,/,/,-13,1,-4,-1
O=C(NNC(=O)c1ccncc1)Nc1cc(Cl)ccc1Cl,3,-6,1,-0.8,/,0,4,0,6
CC(C)CN(C(=O)CCNC(=O)c1ccc([N+](=O)[O-])cc1)C1CCS(=O)(=O)C1 (configuration not stated),-1,-8,0,2.6,0,-1,3,10,-3
CC(=O)Oc1cccc(N2C(=O)c3ccc(C(=O)Nc4c[nH]c(=O)[nH]c4=O)cc3C2=O)c1,-4,-4,1,-1.0,3,-4,2,10,-4
Cc1cccc(OCC(=O)Nc2ccc(CN3CCOCC3)cc2)c1C,-8,-3,5,13,0,-8,-1,13,-5

# Going on with the list:
Compound,CHRM5 PAM,CRFR2-BP antag,M4 ag,CRFR2-BP ag,IDE cell inh,M4 antag,M4 PAM,CHRM5 antagonist,M5 ag
CCOc1ccc(NC(=O)CN(C)C(=O)CN2C(=O)C3CCCCC3C2=O)cc1OCC (configuration not stated),-10,1,2,-0.7,5,-17,4,9,-3
O=C(NCC1CCCO1)c1cc(S(=O)(=O)N2CCCCC2)ccc1Cl (configuration not stated),-3,-3,2,2.3,5,-3,9,3,3
CC(=O)c1cc(-c2ccc(F)cc2)n(CCC(=O)NC(C)(C)C)c1C,-4,-4,0,-0.5,0,3,-3,-1,-2
CCOC(=O)c1cn2nc(Oc3cccc(F)c3)ccc2n1,6,62*,0,0.8,1,20,18,11,-2
CCN(C(=O)CSc1nnc(C2CC2)n1-c1ccccc1)C1CCS(=O)(=O)C1 (configuration not stated),-5,1,0,-0.6,-1,-14,-2,-6,2
O=c1c2ccccc2nc(SCc2nnc(-c3ccccc3)o2)n1-c1ccc(F)cc1F,-6,-8,-1,2.7,-4,-6,-4,-2,-2
Cc1ccc(C(=O)N/C(=C/C=C/c2ccccc2)C(=O)NCc2ccco2)cc1,-6,1,3,-2.5,4,1,0,4,-2
COc1cc(C#Cc2c(-c3cncn3C)n(C)c3ccc(-c4ccc5[nH]ccc5c4)cc23)cc(OC)c1,-10,-11,0,0.2,-3,23,0,10,-1
CC(C)Oc1cccc(C(=O)NC(=S)Nc2ccccc2)c1,-6,-56,-2,-1.6,-3,10,-4,-6,-2
CCOC(=O)c1sc(NC(=O)c2ccc(C)o2)nc1C,2,-10,0,0.4,10,12,-11,-5,1
O=C(Nc1ccc2c(c1)OCCO2)c1cnn(-c2ccccc2)n1,6,-2,5,0.2,-4,9,-2,13,-7
COc1ccccc1OCC(=O)NN1Cc2ccccc2C1=N,10,24,0,2.8,3,5,13,-4,-8
Cc1ccc2c(c1)c1c3n2CCN(C(=O)Cn2c(-c4ccccc4)noc2=O)C3CCC1 (configuration not stated),-7,-23,0,-0.6,-4,-3,-1,-1,1

# Screening data as filed in PubChem.

# Hits appear at their usual frequency. Share with any hit: about 2.9%.
